USP2a inhib: USP2a (human) protease inhibition. USP2a enzymatic assay, qHTS inhibition. AID 927. hit rate 0.1% among 60,000. O75604. Potency, µM (highest dose often 38.3 µM), for the others: at the highest dose activity change, negative = inhibition, hits mostly inhibitors;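 also: potency is read from the fitted curve at half-maximal effect; nearly all actives have a fitted effect of over 60% in size; plate controls were DMSO for no effect and NEM full inhibition control for full effect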
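Coupled readout: USP2-cleaved Ub-PLA2 (20nM final) turns over NBD C6-HPC (20uM final), Ex 460nm/Em 535nm after 2.5 h, time-zero read flagging artifacts. Enzyme (20nM final, pH 8.0 Tris) given 30 min RT with compound first; NEM defines full inhibition.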
Caspase-7 inhib: blocks human caspase-7 allosterically or competitively. Potency, µM (highest dose often 57.5 µM), for the others: at the top dose activity change, negative = inhibition, most hits filed as inhibitors. hit rate 0.02% among 75,000. P55210. recombinant caspase-7, Ac-DEVD-AFC fluorescence rate; active = well fitted inhibition curve with a large enough effect in the main read-out, with a control signal flat, not every such curve was filed as active; inconclusive = small, poorly fitted or top-dose-only effect, or a change in a side signal; also: potency is read from the fitted curve at half-maximal effect; % of control where 0% means no effect
Fluorescein autfl: compound fluoresces in the fluorescein spectral region; max fluorescein-equivalent concentration, M; hit rate 0.91% among 59,000; AID 593; Compound autofluorescence, 480/540 nm, fluorescein-equivalent; hits give high values; in the data active = max fluorescein-equivalent concentration above about 10 nM; inconclusive = between about 1.1 nM and that limit
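Values reflect compound autofluorescence, normalized to fluorescein on the same plate and reported at each tested concentration. Conditions: 100 mM Tris pH 8.0, room temperature, 15 min, excitation 480 nm, emission 540 nm.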
Tau fil binding: binders of human tau filaments. hit rate 2% among 71,000. recombinant tau filaments, thioflavin S fluorescence, 15 h; filaments grown with octadecylsulfate alongside compound. AID 596. Potency, µM (series often up to 57.1 µM), for inactives: top-dose activity change, negative = inhibition. P10636;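 also: potency is read from the fitted curve at half-maximal effect; % is scaled to controls: 0 for no effect and ±100 for the full control effect; actives lower thioflavin S fluorescence by blocking filaments or displacing dye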
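His-tagged recombinant human tau (exons 2, 3, 10; 1 uM final) fibrillized with 30 uM sodium octadecylsulfate, 15 h at 37 C, in pH 7.4 HEPES buffer with 10 uM thioflavine S and 5 mM DTT. Reduced ThS fluorescence (450/510 nm) marks activity.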
HADH2 inh: HADH2 (human) dehydrogenase inhibition; Potency, µM (titrated, usually from 57.1 µM), for the others: at the highest dose activity change, negative = inhibition, most hits filed as inhibitors; hit rate 3.4% among 73,000; recombinant HADH2, NADH fluorescence, beta-hydroxybutyryl-CoA; also: potency is read from the fitted curve at half-maximal effect; % is scaled to controls: 0 for no effect and ±100 for the full control effect; nearly all actives have a fitted effect of over 60% in size; many of its hits are not listed in these tables
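E. coli-expressed His-tagged HADH2 tested at 20 nM in alkaline Tris buffer (pH 9.0); oxidation of 90 uM beta-hydroxybutyryl-CoA with 1 mM NAD+ tracked fluorimetrically for 4 min.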
HEK293 cAMP cs: counter-screen for TSHR agonists: cAMP increase in parental HEK293 | parental HEK293 CNG cAMP sensor, membrane potential fluorescence | Potency, µM (series often up to 57.1 µM), without a hit: top-dose activation, actives largely listed as activators | hit rate 2.5% among 73,000; also: potency is read from the fitted curve at half-maximal effect; % of control where 0% means no effect; nearly all actives have a fitted effect of over 55% in size
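Parental HEK 293 cells stably expressing a cAMP-gated CNG channel were loaded with membrane potential dye containing 100 uM RO 20-1724 for 60 min. Compound added for 30 min; depolarization read as fluorescence intensity at 590 nm.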
ERK AVP inh: vasopressin-driven ERK pathway inhibition; AID 995; Potency, µM (titrated, usually from 57.5 µM), for the others: top-dose activity, negative = inhibition, actives largely listed as inhibitors; hit rate 0.99% among 72,000; HEK293-V1b, vasopressin-stimulated pERK AlphaScreen; also: potency is read from the fitted curve at half-maximal effect; % is scaled to controls: 0 for no effect and ±100 for the full control effect; nearly all actives have a fitted effect of over 55% in size
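qHTS, compounds titrated on V1b-expressing HEK293 cells. Preincubation 30 min at 37C, vasopressin 25 nM for 5 min, lysis 10 min, bead incubation 5 hr at room temperature.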
Caspase-1 inhib: allosteric or competitive inhibitors of human caspase-1; hit rate 0.03% among 75,000; Caspase-1 enzyme, Ac-WEHD-AFC fluorogenic rate; AID 900; Potency, µM (doses to about 57.5 µM), for inactives: at the highest dose activity change, negative = inhibition, actives largely listed as inhibitors; P29466;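 also: potency is read from the fitted curve at half-maximal effect; plate controls were vehicle for no effect and no substrate for full effect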
TexasRed autofl: compound fluoresces in the Texas Red spectral region. Compound fluorescence, Texas Red channel, 547/618 nm; hits give high values. max dye-equivalent concentration, M. hit rate 0.06% among 59,000. AID 587; in the data active = max dye-equivalent concentration above about 10 nM; inconclusive = between about 1.1 nM and that limit
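Compound titrations in 100 mM Tris pH 8.0 were incubated 15 min at room temperature and read at 547 nm excitation / 618 nm emission. Texas Red six-point standard curve on each plate converted fluorescence to dye-equivalent concentration.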
FLuc inh: blocks Photinus pyralis firefly luciferase activity; P08659; Potency, µM (series often up to 57.1 µM), for inactives: top-dose activity change, negative = inhibition, usual class: inhibitors; AID 411; hit rate 2.2% among 72,000; purified firefly luciferase, luminescence, 8 min; also: potency is read from the fitted curve at half-maximal effect; % is scaled to controls: 0 for no effect and ±100 for the full control effect; nearly all actives have a fitted effect of over 40% in size
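Here, luciferase activity is measured as luminescence following an 8 min room-temperature reaction at 10 uM ATP, pH 7.2. Every library sample is titrated.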
Rhodamine autofl: compound fluoresces in the rhodamine spectral region; Rhodamine-region fluorescence, 547/598 nm, Tris buffer; hits give high values; max dye-equivalent concentration, M; hit rate 0.05% among 59,000; in the data active = max dye-equivalent concentration above about 11 nM; inconclusive = between about 1.1 nM and that limit
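Intensities are converted to rhodamine-equivalent concentration using a six-point rhodamine standard on each plate. Compounds sit 15 min at room temperature in 100 mM Tris buffer, pH 8.0; read uses the 547/598 nm excitation/emission pair.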
The depositor's hits bear a star; i = inactive; ? = inconclusive; · = no result given; [ ] = another dose, or the depositor's remark. Unless noted, calls follow the shape of the dose curve; as a rule, active = well fitted curve in the direction sought with a large enough effect; inconclusive = small, poorly fitted or top-dose-only effect, or another doubt; inactive = no such curve, though single readings can be large; an effect the other way counts as inactive or inconclusive. Not all compounds are listed. The share of hits here may be higher or lower than overall.

structure | USP2a inhib | Caspase-7 inhib | Fluorescein autfl | Tau fil binding | HADH2 inh | HEK293 cAMP cs | ERK AVP inh | Caspase-1 inhib | TexasRed autofl | FLuc inh | Rhodamine autofl
O=C(Nc1ccc(Cl)cn1)c1cc2ccccc2o1 | 3% | -2% | i | 5% | -15% | ? | -17% | -1% | i | 7.9µM* | i
O=C(O)C1CCCN1S(=O)(=O)c1cc(Cl)ccc1Cl (configuration not stated) | -5% | -2% | · | 9% | 5% | 13% | 2% | -2% | · | 0% | ·
N[C@@H](C(=O)O)c1ccc(P(=O)(O)O)cc1 | · | 1% | · | 3% | 11% | 0% | 16% | 1% | · | -2% | ·
CN(C(=O)c1cccc(N2C(=O)C3CC=CCC3C2=O)c1)C1CCCCC1 (configuration not stated) | 19% | -2% | i | -3% | -4% | 3% | -19% | -3% | i | 0% | i
c1ccc(-c2nc3cc(Oc4ccc5oc(-c6ccccn6)nc5c4)ccc3o2)nc1 | 23% | -3% | i | 1% | 8% | 6% | -26% | -1% | i | -7% | i
O=C(OCc1nc2ccccc2s1)c1cnccn1 | 29% | -1% | ? | -19% | -3% | -11% | -6% | 1% | ? | ? | i
Cc1cccc(OCC(=O)OCC(=O)c2c(N)n(C)c(=O)n(C)c2=O)c1 | 4% | 0% | i | 4% | -5% | 0% | -21% | 3% | i | -7% | i
COc1ccc(OC)c(Nc2nc(-c3sc(C)nc3C)cs2)c1 | 19% | -2% | · | -21% | 11% | -12% | ? | -5% | · | 1% | ·
CCc1ccccc1NC(=O)CN(C)Cc1nc(N)nc(Nc2ccccc2C)n1 | 15% | -3% | ? | -4% | 4% | 22% | ? | -1% | i | 0% | i
CO/N=C\[C@@H](C)[C@H](OCc1ccccc1)C(C)C | · | -2%[11.5 µM] | · | · | 2%[11.4 µM] | -1%[11.4 µM] | 21%[11.5 µM] | 2%[11.5 µM] | · | -1%[11.4 µM] | ·
O=C(OCC(=O)N1CCCC1)c1cccs1 | -4% | -1% | ? | -2% | -1% | -1% | 1% | 1% | i | 1% | i
C/C(=N\n1nnnc1Nc1ccccc1)c1ccc(N)cc1 | 0% | -1% | ? | ? | -14% | -6% | -19% | -2% | i | 1% | i
CN(C)C(=O)c1c(-c2ccccc2)oc2ccc(O)cc12 | -12% | · | ? | 2% | -79% | 3% | -1% | -1% | i | 0% | i
COc1ccccc1C(CCN(Cc1cccs1)C(C)=O)c1ccco1 (configuration not stated) | 19% | -7% | i | -4% | -23% | 16µM* | -20% | -5% | i | -1% | i
COc1ccc(S(=O)(=O)NCCC(=O)NCc2ccccc2)cc1 | 6% | -1% | i | -11% | 15% | -4% | 9% | 0% | ? | 3% | i
Cc1[nH]nc(N=CC2=C(O)CC(C)(C)CC2=O)c1-c1ccc(Cl)cc1 | 42%[activator] | -9% | ? | 25% | ? | -6% | -17% | -7% | ? | -1% | i
CCn1c(CC(=O)Nc2ccc(C)cc2)nnc1SCC(=O)NCc1ccccc1 | 15% | 0% | i | -2% | 9% | 0% | -17% | 0% | i | -6% | i
C=CCSc1nc(C)c(CC(=O)OCC(C)C)c(=O)[nH]1 | 2% | 0% | · | -8% | 7% | ? | -7% | -2% | · | 4% | ·
O=C(NCCOc1ccccc1)c1cc2ccccc2o1 | 7% | 0% | i | -1% | 9% | 29% | -6% | 0% | i | -18% | i
O=C(COc1ccccc1)n1nc(-c2ccc(Cl)cc2)nc1NCc1ccco1 | -1% | -1% | i | 2% | 10% | 4% | -23% | 1% | i | -8% | i
COc1ccc(OC)c(NC(=O)Cc2coc3ccc(C)cc23)c1 | -1% | -2% | ? | -8% | -10% | 18% | ? | -5% | i | -1% | i
COc1ccc(S(=O)(=O)NCCc2csc(C)n2)cc1C | 6% | -1% | i | 2% | 13% | 3% | -3% | 2% | i | 1% | i
O=C(NCCc1ccccc1)C1CCCN(S(=O)(=O)c2cccnc2)C1 (configuration not stated) | 2% | 4% | i | 6% | 2% | 3% | 4% | -4% | i | 1% | i
CCCCOC(=O)NS(=O)(=O)c1sc(CC(C)C)cc1-c1ccc(Cn2c(CC)nc3c(C)cc(C)nc32)cc1 | ? | -5% | ? | 49% | -22% | 29% | -11% | -5% | i | 0% | i
COc1cc(C(=O)NCC2CCCO2)ccc1OCc1c(C)noc1C (configuration not stated) | -3% | 0% | i | -2% | 11% | -7% | 14% | 3% | ? | -1% | i
COC(=O)CSc1nnc(-c2ccccc2OC)o1 | 0% | 0% | i | -3% | -2% | 3% | -20% | 4% | ? | -8% | i
Cc1ccc(C)c(-n2nnnc2Sc2nnnn2-c2ccccc2)c1 | -13% | -1% | i | 18% | -12% | ? | 37%[activator] | 0% | i | 2% | i
CC1(N2CCOCC2)CC2(O)C(=[N+]1[O-])CCc1nonc12 (configuration not stated) | 14% | -6% | ? | 17% | -17% | -1% | -20% | -3% | i | 2% | i
Cc1cc(S(=O)(=O)N2CCN(c3c(C)cccc3C)CC2)ccc1F | -13% | 0% | i | -14% | -1% | ? | 24% | -1% | i | 3% | i
Cc1nn(C/C(C#N)=N\O)c(C)[n+]1N | 6% | 0% | ? | -2% | 6% | 1% | 3% | -1% | ? | 0% | i
Cc1cc(=O)oc(C)c1C(=O)NCc1c(F)cc(F)cc1F | -2% | -1% | i | -10% | -4% | 11% | -12% | 1% | i | -1% | i
O=C(c1cnccn1)N1CCC2(CC1)CN(c1ccccc1)C2 | -12% | -1% | i | -10% | -10% | -15% | -11% | -10% | i | -1%[11.4 µM] | i
O=C(CSc1nnc(Cc2ccccc2)n1Cc1ccco1)NC12CC3CC(CC(C3)C1)C2 | 19% | -4% | i | -22% | 8% | ? | -25% | -4% | i | 1% | i
CCOc1ccc(-c2nnn(CC(=O)c3ccc4c(c3)OCCO4)n2)cc1OCC | · | -1% | i | 478% | 19% | 20% | ? | -2% | ? | -1% | i
Cn1c(=O)oc2cc(S(=O)(=O)NCC3CCCO3)ccc21 (configuration not stated) | 1% | 2% | ? | 14% | 10% | 6% | -7% | -1% | i | 1% | i
CC(C)CO/N=C1/C[C@@H](O)[C@@H](O)[C@@H]2[C@@H]3C(=O)N(c4cccc(Oc5ccccc5)c4)C(=O)[C@H]3CC[C@H]12 | · | -2%[11.5 µM] | · | · | 5%[11.4 µM] | -1%[11.4 µM] | 16%[11.5 µM] | -3%[11.5 µM] | · | 2%[11.4 µM] | ·
O=C(CSc1nccc(=O)[nH]1)N1CCCc2ccccc21 | -4% | 1% | i | 0% | -7% | 4% | -7% | 0% | i | 1% | i
COC(=O)/C(=C1/Oc2cc3c(cc2S1)OCO3)C(F)(F)F | 5% | 1% | i | 20% | 0% | 5% | -1% | 3% | i | 1% | i
Cc1ccc(CSC2=NCCN2C(=O)c2ccco2)cc1 | · | -2% | · | 2% | 0% | 16% | 23% | -3% | · | -13% | ·
O=C(C[n+]1ccc2ccccc2c1)c1ccc2ccc3ccccc3c2c1 | · | -3%[11.5 µM] | ? | 2µM* | 17%[11.4 µM] | 0%[11.4 µM] | 21%[11.5 µM] | 3%[11.5 µM] | i | 0%[11.4 µM] | i
O=C(CSc1nnc(-c2ccncc2)n1Cc1ccco1)Nc1ccccc1Cl | -1% | 1% | i | -19% | 9% | 23% | 19% | -2% | i | 1% | i
CC1(C)NC(=O)N(CCOc2cccc(Cl)c2Cl)C1=O | 6% | -4% | i | 3% | -5% | 22% | -5% | -1% | i | 1% | i
CCOC(=O)N1CCN(C(=O)c2cn(-c3ccc(C)c(C)c3)c(=O)c3ccccc23)CC1 | 19% | -5% | i | 0% | 0% | 3% | 9% | 2% | i | -2% | i
Cc1ncc(C23CC4CC(CC(C4)C2)C3)[nH]1 | -3% | 1% | · | -13% | -3% | ? | 4% | 2% | · | 3% | ·

Part of the list above in order of number of heavy atoms, low to high.
structure | USP2a inhib | Caspase-7 inhib | Fluorescein autfl | Tau fil binding | HADH2 inh | HEK293 cAMP cs | ERK AVP inh | Caspase-1 inhib | TexasRed autofl | FLuc inh | Rhodamine autofl
O=C(CSc1nccc(=O)[nH]1)N1CCCc2ccccc21 | -4% | 1% | i | 0% | -7% | 4% | -7% | 0% | i | 1% | i
COc1ccc(OC)c(Nc2nc(-c3sc(C)nc3C)cs2)c1 | 19% | -2% | · | -21% | 11% | -12% | ? | -5% | · | 1% | ·
COc1ccc(S(=O)(=O)NCCC(=O)NCc2ccccc2)cc1 | 6% | -1% | i | -11% | 15% | -4% | 9% | 0% | ? | 3% | i

From PubChem BioAssay
